# STEP inh: STEP phosphatase inhibitors, primary screen, biochemical, fluorescence intensity, uHTS | 360,000 tested, 0.25% active | inhibition, % at 20 µM | Tyrosine-protein phosphatase non-receptor type 5 (Homo sapiens), P54829 | recombinant STEP, OMFP fluorogenic substrate;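 active means inhibition at 20 µM, scaled per plate between control wells, above about 37%, limit read from the data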;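 further: 0% = DMSO with enzyme and substrate and 100% = substrate only without enzyme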
# Target sequence (P54829 whole entry, looked up): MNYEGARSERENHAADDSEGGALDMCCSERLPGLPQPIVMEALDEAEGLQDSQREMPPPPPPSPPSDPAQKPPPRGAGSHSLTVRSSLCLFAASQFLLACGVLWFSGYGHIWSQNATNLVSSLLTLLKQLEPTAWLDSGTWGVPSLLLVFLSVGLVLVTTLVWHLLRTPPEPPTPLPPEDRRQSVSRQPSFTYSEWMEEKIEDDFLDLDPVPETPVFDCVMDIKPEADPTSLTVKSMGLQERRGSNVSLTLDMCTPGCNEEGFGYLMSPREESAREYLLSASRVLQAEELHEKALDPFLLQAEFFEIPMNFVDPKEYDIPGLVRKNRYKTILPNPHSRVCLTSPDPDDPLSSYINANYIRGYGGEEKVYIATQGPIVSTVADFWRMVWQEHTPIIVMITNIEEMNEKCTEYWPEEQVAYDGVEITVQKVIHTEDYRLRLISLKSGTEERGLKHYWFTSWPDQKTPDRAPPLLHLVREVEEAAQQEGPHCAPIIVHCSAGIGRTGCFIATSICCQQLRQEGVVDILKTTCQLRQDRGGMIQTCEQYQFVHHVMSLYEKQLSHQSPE
#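 Material: STEP (striatal-enriched tyrosine phosphatase) enzyme, cell-free; Compound dosing: 20 µM single dose in 1% DMSO; Technique: fluorescence read at 480 nm ex / 540 nm em; Times: reaction 20 min, ambient temperature; Medium: 50 mM Bis-Tris pH 6.0 with 2.5 mM DTT and 0.005% Tween 20; Also added: OMFP at 25 µM.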
# NadD inh: inhibitors of S. aureus NadD, primary screen, biochemical, colorimetric, uHTS. Nicotinate-nucleotide adenylyltransferase NadD (Staphylococcus aureus N315). purified NadD enzyme, colorimetric absorbance read-out. inhibition, % at 20 µM. 360,000 tested, 0.78% active; in the data active means inhibition above about 26%; further: some compounds past the cut are filed as inactive
# Rpn11 inh: Rpn11 (PSMD14) deubiquitinase inhibitors, primary screen, biochemical, fluorescence polarization, uHTS. 26S proteasome non-ATPase regulatory subunit 14 (Homo sapiens), O00487. human 26S proteasome, Ub4-pepOG fluorescence polarization; 20S core pre-blocked with epoxomicin. calls only at 20 µM. 360,000 tested, 0.59% active. AID 588493, 2011;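 active means inhibition at 20 µM, scaled to each plate's controls, above about 33%, limit read from the data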
# CSN deneddyl inh: inhibitors of CSN-mediated cullin deneddylation, primary screen, biochemical, fluorescence polarization, uHTS; 360,000 tested, 0.38% active; Purified CSN, SCF-Nedd8-OG deneddylation; inhibition, % at 12.5 µM; COP9 signalosome complex subunit 5 (Homo sapiens), Q92905;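 active means pattern-corrected inhibition above about 35%, with an unprinted fluorescence ratio check between 0.5 and 1.5, limit read from the data, passing the limit was not always enough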;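 further: 0% = enzyme with substrate and 100% = substrate without enzyme; some results filed as inactive read as strong as hits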
#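 Assay system: purified human Csn5 enzyme expressed in HEK293T cells; Input: 0.24 nM Csn5 enzyme, final concentration; Reagent: 10 nM SCFSkp2-Nedd8OG; Compound dosing: 12.5 µM single point; Times: reaction 90 min, room temperature; Technique: fluorescence polarization readout.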
# LMPTP block: LMPTP phosphatase inhibitors, primary screen, biochemical, fluorescence intensity, uHTS. recombinant LMPTP-A, OMFP fluorogenic substrate. inhibition, % at 20 µM. 360,000 tested, 0.22% active. AID 651560, 2012;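 active means compounds that cut the enzyme signal by at least half of the control window in the single-dose screen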;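 further: plate controls were DMSO wells with enzyme plus substrate for no effect and substrate without enzyme for full effect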
# Target sequence (P24666 whole entry, looked up): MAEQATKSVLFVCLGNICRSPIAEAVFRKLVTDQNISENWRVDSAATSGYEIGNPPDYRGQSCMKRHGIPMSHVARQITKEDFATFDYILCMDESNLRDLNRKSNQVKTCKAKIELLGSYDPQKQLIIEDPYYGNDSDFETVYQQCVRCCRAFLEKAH
#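 material = LMPTP-A | quantity = 0.625 nM enzyme | reagent = OMFP substrate, 400 µM final | buffer or medium = Bis-Tris pH 6.0, DTT, detergent | detection = endpoint fluorescence intensity from OMFP dephosphorylation | dosing = single 20 µM dose | read-out basis = % inhibition relative to no-enzyme and uninhibited control wells | control set = no-enzyme and uninhibited controls | timing = 50 min at room temperature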
# Tb MetRS inh: T. brucei MetRS inhibitors, primary screen, biochemical, luminescence; methionyl-tRNA synthetase (Trypanosoma brucei brucei); purified T. brucei MetRS, ATP depletion, Kinase-Glo luminescence; inhibition, % at 11.9 µM; 360,000 tested, 0.4% active; AID 624268, 2012;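 active means inhibition above a per-plate cutoff of the control wells' mean inhibition plus 3 SD, cut at about 5.5% in these data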;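 further: 0% = DMSO wells median and 100% = median of wells with control inhibitor compound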
#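 Test system – parasite MetRS enzyme · Reagent – substrates ATP, L-methionine and bulk Escherichia coli tRNA · Doses – 11.9 µM compound single dose, 0.9% DMSO · Times – 15 min enzyme-compound preincubation, 2 h reaction, 10 min detection, 25 °C · Signal – Kinase-Glo luminescence, ATP depletion format · Controls – DMSO-only wells as low control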
# DNMT1 inh: human DNMT1 methyltransferase inhibitors, primary screen, biochemical, molecular beacon, fluorescence, HinP1I cleavage, uHTS | 360,000 tested, 0.83% active | DNA (cytosine-5)-methyltransferase 1 (Homo sapiens), P26358 | AID 588458, 2011 | inhibition (reported as % activation of signal), % at 10 µM; in the data active means inhibition above about 50%
# PABP1 MLLE inh: inhibitors of PABP1 MLLE–PAM2 peptide binding, primary screen, biochemical, fluorescence polarization, FITC-PAM2, GST-MLLE. Polyadenylate-binding protein 1 (Homo sapiens), P11940. inhibition, % at 20 µM. 360,000 tested, 0.36% active. AID 588489, 2011; in the data active means inhibition above about 35%, passing the limit was not always enough;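 further: plate controls were DMSO wells with GST-MLLE for no effect and wells lacking GST-MLLE protein for full effect; some results filed as inactive read as strong as hits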
# SUMO1-SIM PPI: modulators of SUMO1 protein-protein interactions, primary screen, biochemical, uHTS | SUMO1 binding to a labelled peptide, TR-FRET, 1 h | inhibition, % at 20 µM | 360,000 tested, 0.33% active | AID 602429, 2012; in the data active means inhibition above about 37%
# Target sequence (P63165 whole entry, looked up): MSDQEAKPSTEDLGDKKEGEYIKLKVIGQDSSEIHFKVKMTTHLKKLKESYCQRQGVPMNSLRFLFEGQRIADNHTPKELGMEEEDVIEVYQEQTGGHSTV
# Scp1 inh: Scp-1 phosphatase inhibitors, primary screen, biochemical, colorimetric, uHTS; Carboxy-terminal domain RNA polymerase II polypeptide A small phosphatase 1 (Homo …; Recombinant Scp1, phosphopeptide, malachite green phosphate absorbance; inhibition, % at 20 µM; 340,000 tested, 0.88% active; AID 493091, 2011;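 active means inhibition above about 50% at 20 µM, limit read from the data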;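 further: plate controls were DMSO wells with enzyme for no effect and wells lacking enzyme for full effect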
# Target sequence (Q9GZU7 76-261 limits assumed): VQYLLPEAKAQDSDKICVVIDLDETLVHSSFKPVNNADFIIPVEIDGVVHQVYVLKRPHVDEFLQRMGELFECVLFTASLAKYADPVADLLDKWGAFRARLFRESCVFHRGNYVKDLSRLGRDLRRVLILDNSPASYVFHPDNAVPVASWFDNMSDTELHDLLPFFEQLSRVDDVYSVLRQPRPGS
#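 Assay system: SCP-1 catalytic fragment, aa 76-261 | Buffer or medium: Tris acetate buffer pH 5.5 with MgCl2 and Tween-20 | Compound: One concentration, 20 µM, with 1.0% DMSO | Also added: Phospho 17-mer peptide substrate | Signal: Absorbance at 630 nm | Incubation: 45 min enzyme reaction at room temperature | Measure: % inhibition of SCP-1 phosphate liberation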
# The depositor's hits bear a star; i = inactive; x = no result given. Rows were taken by chance. About 3.6% of those tested had a hit in this group.
SMILES,STEP inh,NadD inh,Rpn11 inh,CSN deneddyl inh,LMPTP block,Tb MetRS inh,DNMT1 inh,PABP1 MLLE inh,SUMO1-SIM PPI,Scp1 inh
Cn1cc(Cc2ccc(C(=O)N3CCN(Cc4ccccc4)CC3)cn2)c2ccccc21,12,8,i,-6,1.4,0.2,-7,8,-2,x
O=C(NNc1cc(N2CCOCC2)nc(N2CCOCC2)n1)c1ccc([N+](=O)[O-])cc1,-1,6,i,19,1.8,-0.2,40,-13,26,-3
COc1ccc(-c2cc(C(=O)Nc3c(C)n(C)n(-c4ccccc4)c3=O)no2)cc1OC,0,-2,i,0,-2.3,2.4,0,5,-4,-3
O=C(NCCS(=O)CCNC(=O)C(F)(F)F)C(F)(F)F,-1,7,i,-3,-8.4,0.0,0,7,-1,8
O=C(Cc1ccccc1)NCC(=O)N/N=C/c1cccnc1,-1,3,i,-2,-2.2,-0.2,2,-6,-10,-10
Cc1ccccc1N1CCN(Cc2ccc(Br)o2)CC1,1,-5,i,1,-0.5,0.6,-1,8,3,-7
Nc1ccccc1C(=O)NCC1(c2ccccc2)CCCC1,-2,-4,i,-1,0.5,-0.6,-1,-16,5,-4
Cc1cccc2c(=O)cc(C)n(CC(=O)N3CCCCC3)c12,-1,-3,i,0,-0.5,0.1,0,-4,1,-5
CCCC(=O)Nc1nnc(CC(=O)N2CCCC2)s1,1,4,i,-10,-0.9,-0.3,-1,2,0,1
O=C(CN1C(=O)C2C3CC(C(Br)C3Br)C2C1=O)OCC(=O)c1cccc([N+](=O)[O-])c1 (stereo not drawn),-1,1,i,-4,1.6,1.7,-1,1,-8,-8
Cc1cc(NC(=O)CN2C(=O)NC3(CCCCCC3)C2=O)no1,0,-4,i,5,-2.4,-0.9,-3,-4,-2,-11
COc1cc(/C=N/NC(=O)c2cc(C3CC3)[nH]n2)ccc1O,-2,-3,i,-3,0.3,-0.1,-2,-6,-8,-6
O=[N+]([O-])c1ccc(Nc2nc(Cl)nc(NCCO)n2)cc1,-1,0,i,4,-1.0,-1.3,2,6,-26,-1
O=C(Nc1ccc2c(c1)OCCO2)C(CCc1ccccc1)N1CCC(Cc2ccccc2)CC1 (stereo not drawn),1,3,i,-1,1.6,-0.8,-5,-3,-4,x
O=c1c2ccccc2nc2n1C(CBr)CS2 (stereo not drawn),0,-2,i,-7,0.5,-0.9,0,24,-5,-5
Cc1ccc(S(=O)(=O)NC2=NCN(CCc3ccccc3)CN2)cc1,1,4,i,5,-0.7,-1.4,2,2,-2,-2
O=C(Cc1ccccc1)N1CCN(S(=O)(=O)c2cccc([N+](=O)[O-])c2)CC1,-2,-10,i,-1,-0.4,-0.5,-3,-16,-17,1
Cc1ccc(S(=O)(=O)Nc2ccccc2C(=O)OC(C)C(=O)Nc2ccc3ccccc3c2)cc1[N+](=O)[O-] (stereo not drawn),1,20,i,2,0.9,-0.6,-6,4,-4,-13
CN1CCN(c2nc(-c3ccccc3)ncc2S(=O)(=O)c2ccccc2)CC1,-1,-3,i,1,-0.4,-1.3,4,3,-2,14
Cc1ccc(CSCC(=O)N2CCN(Cc3ccc4c(c3)OCO4)CC2)cc1,-5,-2,i,-2,0.0,1.4,-4,5,4,-6
O=C(CN1C(=O)C2CC=CCC2C1=O)OCC(=O)c1ccc(Cl)c([N+](=O)[O-])c1 (stereo not drawn),0,4,i,-3,-1.0,-0.1,-1,1,-11,0
CC(=O)NC1=NN(C(C)=O)C(c2cccs2)S1 (stereo not drawn),-2,4,i,0,-2.8,-0.8,1,0,1,-6
CCC(=O)Nc1ccccc1Sc1ncnc2scc(-c3ccccc3)c12,-1,-5,i,-5,-1.5,-0.3,1,0,3,-9
O=C(Nc1ccccn1)c1ccccc1,2,-4,i,3,0.3,-0.3,2,-4,-1,-10
CCOc1ccc(CNC(=O)C2CCCN(S(=O)(=O)N3CC(C)CC(C)C3)C2)cc1OC (stereo not drawn),1,-6,i,-2,1.6,-0.2,0,3,-2,-6

# Rewritten with two lines to a compound: entries from further up.
# Fields – STEP inh	NadD inh	Rpn11 inh	CSN deneddyl inh	LMPTP block	Tb MetRS inh	DNMT1 inh	PABP1 MLLE inh	SUMO1-SIM PPI	Scp1 inh
Cn1cc(Cc2ccc(C(=O)N3CCN(Cc4ccccc4)CC3)cn2)c2ccccc21
→ 12	8	i	-6	1.4	0.2	-7	8	-2	x
Cc1ccc(S(=O)(=O)NC2=NCN(CCc3ccccc3)CN2)cc1
→ 1	4	i	5	-0.7	-1.4	2	2	-2	-2
O=C(Cc1ccccc1)NCC(=O)N/N=C/c1cccnc1
→ -1	3	i	-2	-2.2	-0.2	2	-6	-10	-10
CN1CCN(c2nc(-c3ccccc3)ncc2S(=O)(=O)c2ccccc2)CC1
→ -1	-3	i	1	-0.4	-1.3	4	3	-2	14

# Carrying on.
SMILES,STEP inh,NadD inh,Rpn11 inh,CSN deneddyl inh,LMPTP block,Tb MetRS inh,DNMT1 inh,PABP1 MLLE inh,SUMO1-SIM PPI,Scp1 inh
CCCCCCCCN1C(=O)[C@H](CC(=O)NCCCN2CCCC2=O)C[C@@]2(C(=O)OC)CC(C)(C)CC=C12,x,x,x,-3,2.3,-0.3,x,x,2,x
Cn1nnc2cc(C(=O)NCCC3=CCCCC3)ccc21,-1,-2,i,-7,-1.3,-0.5,0,-4,1,-5
CC(C)CC(=O)N(c1ccc(F)cc1)C1C=CS(=O)(=O)C1 (stereo not drawn),-3,1,i,2,-0.9,-1.2,0,0,1,7
Cc1ccc(C(=O)Nc2nc(=O)n(C(=O)c3ccccc3Cl)s2)cc1,2,5,i,8,-0.3,-1.3,1,2,-1,-9
CCc1cccc2c(C#N)cn(CC(=O)NCCOC)c12,-2,-2,i,-4,-0.6,0.0,0,0,2,0
CCOC(=O)C1CCC(CN(Cc2ccccc2C)S(=O)(=O)c2ccc([N+](=O)[O-])cc2)CC1 (stereo not drawn),2,-5,i,-6,2.6,-0.1,5,12,-3,-13
O=c1[nH]c(=S)[nH]c2sc3c(c12)CCCCCC3,4,6,i,4,1.8,0.5,0,29,3,11
COc1cccc(S(=O)(=O)NCc2ccc(C(=O)N3CCN(C)CC3)cc2)c1,-2,-1,i,0,-1.5,-0.6,-1,-7,9,-2
CC(C)CC(=O)Nc1nnn(C)n1,-17,-4,i,5,-2.3,0.4,2,-15,2,-11
CCOC(=O)c1sc2nc(C)nc(Nc3ccc(OC)c(OC)c3)c2c1C,2,-5,i,0,2.8,-0.6,-2,7,8,-7
COc1ccccc1N/C(N)=N/c1nc(CSc2ccc(C)cc2)cc(=O)[nH]1,-3,4,i,16,2.6,0.2,-1,8,-3,-2
COc1cc(OC)c(NS(=O)(=O)c2cc3[nH]c(=O)c(=O)[nH]c3cc2C)cc1Cl,-3,-3,i,1,0.0,0.3,0,-7,9,-2
CC(C)(C)c1nc2c(Br)cc(Br)cc2c(=O)o1,1,-5,i,-1,-0.8,-0.9,2,5,-2,2
CCOc1ccc(N=Nc2c(=O)[nH]n3c(=O)cc(C)[nH]c23)cc1,12,10,i,-1,8.7,-3.8,-3,-2,-35,15
CCC(C)NC(=O)c1nc2c(nnn2Cc2ccccc2Cl)c(=O)[nH]1 (stereo not drawn),-3,-2,i,-13,-2.7,-0.4,-6,5,-1,-5
CCOc1ccc2c(c1)c1nc3ccccc3nc1n2C,-2,-11,i,18,2.5,-1.1,10,5,-22,16
CCCN(CCC)CCCNC(=O)CC1Nc2ccccc2NC1=O (stereo not drawn),-2,1,i,0,-1.5,-0.5,-1,-11,-9,-2
CSc1ccccc1-c1n[nH]c(=S)o1,0,0,i,-5,-1.7,-0.1,1,-71,4,-7
COc1ccc(C2=NOC(C(=O)N3CCN(c4ccccc4OC)CC3)C2)cc1 (stereo not drawn),-2,5,i,3,-1.0,-0.5,-1,-6,2,-11
COc1ccc(-c2cnnc(N/N=C/c3c(C)nn(-c4ccccc4)c3Cl)n2)cc1,6,19,i,-3,-0.2,-0.9,17,12,4,6
O=C(C[C@@H]1C/C=C\CC[C@@H](Cc2ccc(F)cc2)C(=O)OC[C@@H](Cc2ccccc2)NC1=O)NCCO,-3,-1,i,2,-0.2,-0.2,1,-6,5,3
Cc1ccc(S(=O)(=O)N2CCC(C(=O)OCC(=O)N3CC(=O)Nc4ccccc43)CC2)cc1,-2,-1,i,0,-0.2,-0.2,-1,-4,-1,-5
Cc1nc2nc(C)c(CCC(=O)N3CCN(c4ccccn4)CC3)c(C)n2n1,1,-1,i,10,0.6,0.6,-3,-15,-2,2
O=C(Nc1ccccc1C(=O)N1CCCC1)C1COc2ccccc2O1 (stereo not drawn),-2,-4,i,8,-1.5,0.5,0,3,2,-11
CN1C=CC(C(C(N)=O)c2ccccc2)c2ccccc21 (stereo not drawn),0,-2,i,-4,-2.3,-0.3,-4,-5,0,x
CCC(CC)C(=O)N1c2ccc(F)cc2CCC1C (stereo not drawn),-1,1,i,3,-1.4,-0.4,5,6,-1,-5
O=C(Nc1nc2ccccc2s1)c1cc(-c2ccco2)nc2ccccc12,1,23,i,11,-0.1,1.5,8,10,13,4
Cc1cc(-c2nnc(SCC(=O)Nc3ccc(C)c(C)c3)n2N)n[nH]1,1,6,i,1,-0.6,-0.6,1,-11,1,-8
COc1ccc(OCCCC(=O)NC(C)c2ccccc2)cc1 (stereo not drawn),-1,4,i,2,-0.5,0.2,2,-13,1,-3
O=C(C[C@@H]1C/C=C\CC[C@H](Cc2ccc(F)cc2)C(=O)OC[C@@H](Cc2ccccc2)NC1=O)NCCO,2,-3,i,-2,0.3,-0.2,-4,0,2,-17
